# Source: PubChem BioAssay (Sanford-Burnham Center for Chemical Genomics)
# SENP6 block: SENP6 protease inhibitors, primary screen, biochemical, luminescence, uHTS. 330,000 compounds, 1.8% hits. AID 2599, 2010. Sentrin-specific protease 6 (Homo sapiens), Q9GZR1. inhibition, % at 10 µM. Recombinant SENP6 catalytic domain, aminoluciferin luminescence;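 active = inhibition above about 50% at the single tested dose, limit read from the data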;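 note: plate controls were DMSO wells with enzyme for no effect and DMSO wells lacking enzyme for full effect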
# Target sequence (Q9GZR1 628-1112 limits assumed): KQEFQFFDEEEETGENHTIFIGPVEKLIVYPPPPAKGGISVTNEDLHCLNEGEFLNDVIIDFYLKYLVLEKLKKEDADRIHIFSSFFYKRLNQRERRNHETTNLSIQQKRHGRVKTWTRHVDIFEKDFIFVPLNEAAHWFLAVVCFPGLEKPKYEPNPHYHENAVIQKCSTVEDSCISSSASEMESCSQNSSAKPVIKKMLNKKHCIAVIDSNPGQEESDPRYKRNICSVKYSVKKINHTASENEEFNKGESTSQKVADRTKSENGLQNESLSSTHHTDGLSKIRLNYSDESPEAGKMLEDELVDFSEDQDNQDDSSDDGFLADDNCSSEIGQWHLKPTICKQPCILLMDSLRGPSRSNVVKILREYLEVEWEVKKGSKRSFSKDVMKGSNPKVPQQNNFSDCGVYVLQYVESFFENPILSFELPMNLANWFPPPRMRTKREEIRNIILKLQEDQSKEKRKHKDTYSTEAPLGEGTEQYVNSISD
# SENP8 block-1: human SENP8 protease inhibitors, primary screen, biochemical, fluorescence, Nedd8 protein substrate, uHTS. Sentrin-specific protease 8 (Homo sapiens), Q96LD8. recombinant SENP8. inhibition, % at 20 µM. 360,000 compounds, 0.64% hits. AID 602440, 2012; in the data active = inhibition mostly above about 40%, no sharp cut-off; inactive = mostly below about 27%
# PfG6PD inh: PfG6PD enzyme inhibitors, primary screen, biochemical, fluorescence intensity, uHTS | PfGluPho enzyme, NADPH resazurin-diaphorase fluorescence | inhibition, % at 20 µM | 350,000 compounds, 0.78% hits | AID 504690, 2011;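 active = inhibition reaching at least a set limit at 20 µM in the primary screen, cut at about 59% in these data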;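 note: 0% = DMSO wells with substrate and 100% = DMSO wells lacking glucose-6-phosphate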
# SENP7 block: SENP7 protease inhibitors, primary screen, biochemical, luminescence, uHTS | inhibition, % at 5 µM | recombinant SENP7, Z-RLRGG-aminoluciferin luminescence, 40 min | Sentrin-specific protease 7 (Homo sapiens), Q9BQF6 | 330,000 compounds, 1.5% hits;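 active = inhibition above about 50% at the single test dose, limit read from the data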;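 note: plate controls were DMSO with enzyme for no effect and no enzyme buffer wells for full effect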
# Target sequence (Q9BQF6 706-1050 limits assumed): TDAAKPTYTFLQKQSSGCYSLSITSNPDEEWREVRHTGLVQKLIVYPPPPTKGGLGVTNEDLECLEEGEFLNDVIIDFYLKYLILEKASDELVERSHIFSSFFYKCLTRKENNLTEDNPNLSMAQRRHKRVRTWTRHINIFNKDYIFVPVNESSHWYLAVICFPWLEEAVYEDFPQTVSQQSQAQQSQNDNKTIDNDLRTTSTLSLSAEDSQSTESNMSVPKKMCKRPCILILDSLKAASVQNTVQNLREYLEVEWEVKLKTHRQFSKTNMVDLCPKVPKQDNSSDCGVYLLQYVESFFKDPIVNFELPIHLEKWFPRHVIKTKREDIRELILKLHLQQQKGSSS
# NALP3 yeast inh: NALP3 inflammasome inhibitors in reconstituted yeast, primary screen, luminescence, uHTS; Yeast reconstituted NLRP3/ASC/caspase-1, beta-gal luminescence, 24 h; inhibition, % at 10 µM; 330,000 compounds, 0.39% hits; AID 2825, 2010;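 active = inhibition of 50% or more; inactive = inhibition below 50%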;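 note: plate controls were induced DMSO wells for no effect and uninduced yeast grown without galactose for full effect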
# SENP8 block-2: SENP8 protease inhibitors, primary screen, biochemical, luminescence; Sentrin-specific protease 8 (Homo sapiens), Q96LD8; purified SENP8, Z-RLRGG-aminoluciferin cleavage; inhibition, % at 10 µM; 330,000 compounds, 1.2% hits; AID 2540, 2010; in the data active = inhibition above about 50%
# SENP1 inh: human SENP1 catalytic domain inhibitors, primary screen, biochemical, FRET, uHTS. recombinant SENP1 catalytic domain, CyPet-SUMO1-YPet FRET cleavage. Sentrin-specific protease 1 (Homo sapiens), Q9P0U3. 360,000 compounds, 0.21% hits. inhibition, % at 10 µM;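 active = inhibition at least 30% at 10 µM, raw YFP signal under a set limit, fluorescence ratio 0.5 to 1.5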;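 note: 0% = enzyme with DMSO and 100% = no enzyme wells; some results filed as inactive read as strong as hits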
# Target sequence (Q9P0U3 419-644 limits assumed): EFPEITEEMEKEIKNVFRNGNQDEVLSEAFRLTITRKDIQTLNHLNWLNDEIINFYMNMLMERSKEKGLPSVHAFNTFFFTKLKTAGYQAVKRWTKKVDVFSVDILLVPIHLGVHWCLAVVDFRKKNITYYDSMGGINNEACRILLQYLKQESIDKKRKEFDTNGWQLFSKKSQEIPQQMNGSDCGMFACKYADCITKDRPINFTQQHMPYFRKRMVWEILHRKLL
#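 Test system: hSENP1 catalytic domain, recombinant; Amount: 20 pM final SENP1 enzyme; Medium: Tris pH 8 buffer plus EDTA, NaCl, BME, BSA, NP40, catalase; Schedule: 50 min enzyme reaction, room temperature, light-protected; Technique: FRET fluorescence in CFP and YFP emission channels; Controls: no-enzyme wells low, DMSO-plus-enzyme wells high control.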
# Apaf-1 inh: inhibitors of human Apaf-1 apoptosome, primary screen, biochemical, DEVD-Rh110 fluorescence, uHTS. AID 489030, 2010. Apoptotic protease-activating factor 1 (Homo sapiens), O14727. reconstituted apoptosome caspase-3 activity. inhibition, % at 20 µM. 330,000 compounds, 0.71% hits; active = inhibition of at least 40% at 20 µM;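 note: plate controls were DMSO wells for no effect and DEVD-CHO caspase inhibitor wells for full effect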
#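 Material: cell-free apoptosome with Apaf-1, procaspase-3 and caspase-9; Buffer or medium: Hepes pH 7.5 with detergent and BSA; Reagent: cytochrome c trigger plus (Z-DEVD)2-Rh110 caspase-3 substrate; Times: compound with Apaf-1, dATP, procaspase-3 30 min, then 50 min reaction, room temperature; Technique: Rh110 fluorescence intensity.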
# HKDC1 inh: HKDC1 hexokinase inhibitors, primary screen, biochemical, fluorescence, uHTS; AID 493160, 2011; inhibition, % at 20 µM; 340,000 compounds, 0.16% hits; recombinant HKDC1, G6PDH/diaphorase resazurin coupled fluorescence;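 active = inhibition above about 35% when tested at 20 µM, limit read from the data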;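 note: plate controls were DMSO wells with enzyme for no effect and DMSO wells lacking enzyme for full effect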
#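 Assay system – recombinant HKDC1 (HK5) hexokinase enzyme, produced in-house · Input – HKDC1 at 5 µg/mL · Reagent – glucose plus 1 mM ATP as hexokinase substrates · Timing – 90 min reaction incubation at room temperature, dark · Measured by – G6PDH/diaphorase-coupled fluorescence, 1 mM NADP, 100 µM resazurin, 525/613 nm · Benchmarks – DMSO-enzyme wells negative, buffer-substituted wells positive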
# Active calls of the source: *; x = no result given.
SMILES,SENP6 block,SENP8 block-1,PfG6PD inh,SENP7 block,NALP3 yeast inh,SENP8 block-2,SENP1 inh,Apaf-1 inh,HKDC1 inh
COc1ccc(N(CC(=O)NCCSc2ccccc2)S(=O)(=O)c2ccccc2)cc1OC,5.8,7.0,-2.9,2.0,10.1,4.3,2.4,14.8,0.9
COc1ccc(Cc2nnc3n2N=C(c2cc4ccccc4o2)CS3)cc1OC,13.0,3.0,18.4,13.0,5.8,8.1,-3.9,17.0,-0.8
COc1ccc(CNC(=O)c2ccc(S(=O)(=O)NCc3ccco3)cc2)cc1,-14.5,4.7,-2.8,-6.3,-1.6,-9.9,-6.9,10.6,-5.1
Cc1cc(C)n(CCCN2C(=O)c3cccc4cccc(c34)C2=O)n1,4.6,-115.4,0.3,3.0,2.9,2.9,0.8,-8.7,-7.3
O=C(NC1CCCCC1)C12CC3CC(CC(Cl)(C3)C1)C2,5.1,16.2,2.4,5.3,-1.7,-1.7,1.4,5.5,0.2
COc1ccc2c(c1)c(=O)c(Br)c(C)n2Cc1ccccc1,11.5,-2.3,-12.0,-2.8,29.4,-1.1,0.1,11.5,-3.0
O=C(COC(=O)/C=C/c1cccc(C(F)(F)F)c1)Nc1cccc2ccccc12,5.1,9.0,1.0,2.4,6.0,2.3,4.0,-4.8,-9.0
COc1ccc(C2Nc3ccccc3C(=O)N2c2ccccc2)cc1Cn1cc([N+](=O)[O-])cn1 (stereo not drawn),-10.8,-342.2,10.9,5.1,9.3,2.3,-0.6,5.4,-2.6
CC1(C)CC(=O)c2sc(NS(=O)(=O)c3cc(Cl)ccc3Cl)nc2C1,-9.5,6.0,-9.7,-2.2,7.6,4.0,-2.7,7.5,-1.5
Cc1nc(S/C(=C/c2ccc(-c3cc(Cl)ccc3C)o2)C(=O)O)n[nH]1,-4.1,8.7,-12.4,9.0,0.7,-5.1,-33.7,7.1,5.0
COc1cccc(C(=O)Nc2nnc(S(=O)(=O)Nc3cccc(C)c3)s2)c1,-1.7,-79.2,-33.6,-1.9,6.1,-2.3,-1.0,14.4,9.4
COc1cccc(NC(=O)Cn2c(=O)n(-c3cc(OC)c(OC)c(OC)c3)c(=O)c3ccccc32)c1,2.2,2.1,-4.9,1.5,-6.8,7.9,1.7,-11.8,-5.5
CC(=O)Nc1nnc(-c2ccco2)o1,-11.1,27.6,7.5,-10.6,-2.9,-2.9,1.8,1.7,-2.7
CCN1C(=O)[C@@H]2[C@@H](c3ccc(-c4cccc(Cl)c4)cc3)N3CCC[C@@]3(C(=O)OC)[C@@H]2C1=O,-8.5,-5.7,-3.1,-9.8,5.6,-13.9,-1.3,22.6,-0.9
CCN(CC)S(=O)(=O)c1ccc(NC(=O)C(OC)c2ccccc2)cc1 (stereo not drawn),-3.6,18.5,-4.7,-3.8,12.8,-2.3,-1.9,8.7,-15.6
CC(C)c1ccccc1NC(=O)c1ccccc1NC(=O)C1CCCCC1,-4.5,-1.4,5.8,8.3,5.2,-1.9,0.4,3.0,-1.2
COC(=O)c1ccc2c(=O)n(Cc3ccc(C(=O)NCCCN4CCOCC4)cc3)c(=S)[nH]c2c1,13.9,-2.5,-3.5,-1.6,12.4,0.1,0.8,11.0,-0.8
CC1=C(C(=O)OCc2ccccc2)C(c2ccc(C)o2)C2=C(CCCC2=O)N1 (stereo not drawn),-18.5,-218.2,-2.1,-3.1,-11.4,-0.4,-9.0,3.0,7.5
COc1cc(C(=O)N/N=C/c2cn(Cc3cccc(F)c3)c3ccccc23)ccc1O,-26.6,-194.9,22.5,-14.2,1.6,-8.8,-0.3,21.0,-5.3
Cc1cccc(CC2S/C(=N/N=C/c3ccco3)N(c3ccccc3)C2=O)c1 (stereo not drawn),-2.5,5.9,5.2,4.1,3.3,5.3,5.4,8.1,16.3
CCCCC(Sc1nc(C)c(Cc2ccccc2)c(=O)[nH]1)C(=O)O (stereo not drawn),11.9,1.9,-6.6,-9.1,6.9,-3.6,1.3,-3.6,-3.0
CNC(=O)COC(=O)c1cccc(S(=O)(=O)N2CCN(c3ccc(F)cc3)CC2)c1,-19.9,17.7,-11.9,-1.0,0.2,0.0,1.5,-28.3,-5.2
O=C(NCCCO)c1ccc(CSc2nc3ccccc3c(=O)[nH]2)cc1,-11.0,5.3,2.3,1.4,10.5,-6.0,0.4,-1.4,3.4
Cc1nc(C(=O)O)nn1-c1cc(Cl)ccc1Cl,-1.7,12.1,14.0,-0.3,16.4,8.7,0.6,-0.3,-5.3
Cc1ccc(S(=O)(=O)N2CC(C)N(C(=O)N3CCOCC3)C2)cc1 (stereo not drawn),4.3,5.7,-4.2,-3.9,6.4,0.6,-2.8,-1.4,-4.1

# The closing 4 compounds of the section before open the next one:
SMILES,SENP6 block,SENP8 block-1,PfG6PD inh,SENP7 block,NALP3 yeast inh,SENP8 block-2,SENP1 inh,Apaf-1 inh,HKDC1 inh
CNC(=O)COC(=O)c1cccc(S(=O)(=O)N2CCN(c3ccc(F)cc3)CC2)c1,-19.9,17.7,-11.9,-1.0,0.2,0.0,1.5,-28.3,-5.2
O=C(NCCCO)c1ccc(CSc2nc3ccccc3c(=O)[nH]2)cc1,-11.0,5.3,2.3,1.4,10.5,-6.0,0.4,-1.4,3.4
Cc1nc(C(=O)O)nn1-c1cc(Cl)ccc1Cl,-1.7,12.1,14.0,-0.3,16.4,8.7,0.6,-0.3,-5.3
Cc1ccc(S(=O)(=O)N2CC(C)N(C(=O)N3CCOCC3)C2)cc1 (stereo not drawn),4.3,5.7,-4.2,-3.9,6.4,0.6,-2.8,-1.4,-4.1
Cn1c(SCC#N)nnc1-c1cnccn1,13.0,7.5,-1.3,10.4,0.5,1.4,2.6,-2.6,-2.7
O=c1c(-c2nnc(SCc3ccc(Cl)c(Cl)c3)o2)cccn1Cc1ccccc1,-11.2,-282.9,0.5,0.7,23.5,-5.8,-2.1,10.4,1.9
COc1ccc(NS(=O)(=O)c2ccc(C(=O)N3CCC(C)CC3)cc2)cc1,-2.3,26.9,-13.1,-14.6,5.5,3.6,0.8,1.3,3.4
COc1ccc(N(C)S(=O)(=O)c2cccc(C(=O)NCC3CCCO3)c2)cc1 (stereo not drawn),-5.8,6.5,-3.4,-1.7,9.6,-14.5,-1.5,0.3,1.8
CCOc1ccccc1NC(=O)Cn1nnc(C(=O)NCCc2ccc(OCC)c(OCC)c2)c1N,4.7,9.9,-3.4,-3.3,4.9,8.8,-0.2,11.0,-3.2
O=C(O)CCCC(=O)N1CCC(C(O)(c2ccccc2)c2ccccc2)CC1,-4.7,30.7,-13.5,9.7,-5.3,-3.6,-0.7,-17.5,-4.2
FC(F)(F)c1cc(-c2ccco2)nc(NCc2cccs2)n1,2.2,-95.6,10.2,4.8,11.0,5.2,-25.1,11.3,5.9
COCCNc1nc(-c2cc(C(=O)Nc3ccccc3)on2)cc(C(C)C)n1,-6.1,x,x,10.7,26.0,-13.6,x,10.6,x
COc1ccc(C2C(=O)c3ccccc3C2=Nc2ccc(Br)cc2)cc1 (stereo not drawn),-25.1,35.2,-11.8,-2.0,12.5,-1.2,3.5,8.5,-2.9
CCOC(=O)C(C)Sc1ncc(-c2ccc(Cl)cc2)cn1 (stereo not drawn),-11.6,13.3,15.5,1.8,-4.8,2.4,1.0,15.3,-8.6
Brc1ccc(CSc2nnc3ccccn23)cc1,-4.5,-46.2,3.2,1.5,5.3,-4.7,0.5,-22.4,-3.6
COc1ccc(NC(=O)c2cccs2)cc1C(=O)N1CCN(c2ccccc2)CC1,3.9,-5.6,11.4,-3.5,0.9,3.3,3.5,8.7,0.1
Cc1cccc(C)c1NC(=O)CSc1cc(C(=O)c2nccn2C)c2ccccc2n1,-19.1,13.3,-12.0,-9.4,4.0,-11.5,-0.7,10.3,2.0
Cc1nc2ccc(NC(=S)NCCCO)cc2nc1C,-13.9,-405.2,15.3,5.1,9.4,6.0,-1.5,-0.7,10.2
COc1ccc(C(=O)NCCSc2ccccc2C)cc1,-9.0,9.7,4.0,-13.0,24.5,-18.7,-2.5,-1.8,-0.9
COCCOc1cc(-n2cccc2)c(Cl)cc1Cl,4.0,9.9,-1.4,7.7,-15.0,3.6,-0.4,7.6,-4.7
CC(=O)Nc1ccc(NC(=O)CCN2C(=O)c3ccccc3C2=O)cc1,-30.3,7.1,-8.9,-11.2,-5.1,-9.6,2.1,10.8,-0.9
NC1=NC(=Nc2ccc(S(N)(=O)=O)cc2)c2ccccc21,-11.6,27.8,-5.3,-8.8,-20.9,-0.9,3.7,-20.5,-5.0
Cc1cccc(-n2nnc3c(=O)n(CC(=O)Nc4cc(C)on4)cnc32)c1,-20.4,14.9,-10.8,9.0,-3.1,-2.0,-1.7,4.1,1.9
O=C(COC(=O)c1cccnc1Cl)NCc1ccc(F)cc1,-8.5,1.4,2.2,8.0,9.7,-1.1,2.7,-6.3,-0.8
COCc1cc(C)n(CC(=O)Nc2cccc(C)c2)c(=O)c1C#N,1.2,-364.1,-12.7,-2.8,-4.2,3.0,-1.4,1.0,8.0
Cc1ccn(CC(=O)N2CCCC(N3CCN(Cc4ccc5c(c4)OCO5)CC3)C2)n1 (stereo not drawn),2.0,0.9,8.9,-4.2,10.8,1.5,1.6,4.3,-5.3
CC1(C)CC(CC(=O)O)CC(C)(C)N1,7.3,0.2,-0.2,-6.5,1.2,4.5,2.6,-11.2,-5.0
CC(CCc1ccccn1)C(=O)C(C)CCc1ccccn1 (stereo not drawn),x,5.5,14.8,x,x,x,0.3,x,-8.8
O=C(O)COc1ccccc1/C=N/NC(=O)CN1CCN(Cc2ccccc2Cl)CC1,6.6,17.7,-15.3,7.3,1.2,4.4,0.7,-6.5,-9.8
COc1cc(CC(=O)NC2CCCc3ccccc32)cc(OC)c1OC (stereo not drawn),-11.9,1.9,5.3,7.8,18.2,1.1,1.7,-4.6,-10.0
CCC(C)NC(=O)c1ccccc1NC(=O)CN(c1ccc(OC)cc1)S(C)(=O)=O (stereo not drawn),5.0,15.0,-2.4,-0.3,1.8,-1.1,3.0,-12.0,5.2
